Source: PubChem
FBA Mtb inh: inhibits M. tuberculosis FBA enzyme. P9WQA3. purified M. tuberculosis FBA, fluorescence read-out. inhibition, % at 1 µM. 360,000 compounds, 2.3% hits; in the data active = inhibition above about 27%;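 also: 0% = vehicle and 100% = reference inhibitor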
Target sequence (P9WQA3 whole entry, looked up): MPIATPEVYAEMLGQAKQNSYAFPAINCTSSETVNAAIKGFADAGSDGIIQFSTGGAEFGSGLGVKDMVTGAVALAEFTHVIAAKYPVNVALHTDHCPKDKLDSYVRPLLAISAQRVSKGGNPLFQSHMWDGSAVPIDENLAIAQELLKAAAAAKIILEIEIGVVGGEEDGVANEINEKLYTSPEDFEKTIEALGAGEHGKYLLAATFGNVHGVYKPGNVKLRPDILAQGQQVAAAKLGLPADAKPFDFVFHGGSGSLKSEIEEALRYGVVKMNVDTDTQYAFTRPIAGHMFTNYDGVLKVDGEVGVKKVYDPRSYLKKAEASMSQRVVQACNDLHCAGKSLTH
CCHF vOTU inh: blocks the CCHF virus ovarian tumor domain protease | 370,000 compounds, 0.55% hits | inhibition, % at 11.5 µM | CCHFV vOTU protease, Pep-AMC fluorescence | AID 651958; also: 0% = vehicle wells with enzyme and 100% = no enzyme wells
BoNT A protease: BoNT A light chain protease inhibition | multiplex microsphere protease substrate cleavage, flow cytometry | inhibition, % at 10 µM | 360,000 compounds, 0.17% hits | AID 588499; in the data active = inhibition above about 30%; inconclusive = no clear call, values can overlap the other calls; also: plate controls were buffer without enzyme for full effect and enzyme alone for no effect
PrPC surface inh: inhibitors of human cell surface prion protein PrPC. P04156. TR-FRET read-out. inhibition, % at 13.8 µM. 370,000 compounds, 0.43% hits. AID 720596; in the data active = inhibition above about 24%; also: 0% = median of the test wells and 100% = reference compound wells
FadD28 binding: M. tuberculosis FadD28 bisubstrate binding inhibition | FadD28 bisubstrate probe binding, fluorescence polarization | inhibition, % at 12.5 µM | 360,000 compounds, 0.22% hits | AID 588549; in the data active = inhibition above about 8.5%, passing the limit was not always enough; inconclusive = no clear call, values can overlap the other calls
GDH-TPI inh: inhibits GDH-TPI coupling enzymes, artifact for Mtb FBA screen. inhibition, % at 4.8 µM. AID 588335. GDH-TPI coupled enzyme counterscreen, NADH absorbance. 360,000 compounds, 1.2% hits;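 also: 0% = DMSO wells and 100% = wells lacking the enzyme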
BoNT F protease: BoNT F light chain protease inhibition; Multiplex microsphere protease cleavage assay, flow cytometry; inhibition, % at 10 µM; 360,000 compounds, 0.22% hits; AID 588497; in the data active = inhibition above about 35%, passing the limit was not always enough; inconclusive = no clear call, values can overlap the other calls; also: plate controls were buffer without enzyme for full effect and enzyme alone for no effect
BioA inh: inhibitors of Mycobacterium tuberculosis BioA enzyme. purified M. tuberculosis BioA enzyme, plate reader. inhibition, % at 9.99 µM. 360,000 compounds, 0.096% hits. AID 602481; in the data active = inhibition above about 40%; inconclusive = no clear call, values can overlap the other calls
UGM FP inh: inhibitors of M. tuberculosis UDP-galactopyranose mutase. 320,000 compounds, 0.06% hits. inhibition, % at 10 µM. purified UGM, fluorescence polarization probe displacement. AID 504406; in the data active = inhibition above about 10%, passing the limit was not always enough; inconclusive = no clear call, values can overlap the other calls
Target sequence (P9WIQ1 whole entry, looked up): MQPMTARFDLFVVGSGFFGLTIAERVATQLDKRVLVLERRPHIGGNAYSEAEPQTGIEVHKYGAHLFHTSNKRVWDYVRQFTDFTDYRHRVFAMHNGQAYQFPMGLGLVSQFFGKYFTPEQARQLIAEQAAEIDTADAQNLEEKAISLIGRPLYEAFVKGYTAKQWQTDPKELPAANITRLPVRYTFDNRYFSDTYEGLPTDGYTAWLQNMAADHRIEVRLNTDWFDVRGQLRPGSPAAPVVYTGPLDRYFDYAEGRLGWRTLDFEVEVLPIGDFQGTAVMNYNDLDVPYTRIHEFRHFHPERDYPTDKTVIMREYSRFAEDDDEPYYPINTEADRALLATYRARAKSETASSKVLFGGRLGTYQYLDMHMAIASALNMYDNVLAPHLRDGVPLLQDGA
Starred values were filed as active, the others as inactive; u = inconclusive; x = not tested or not shown. Rule as the data show it, unless noted: active = inhibition above about 30%; inactive = the rest.

Letters – A = FBA Mtb inh; B = CCHF vOTU inh; C = BoNT A protease; D = PrPC surface inh; E = FadD28 binding; F = GDH-TPI inh; G = BoNT F protease; H = BioA inh; I = UGM FP inh
Cc1cccc(C(=O)N2CCCCCC2)c1
  A: 1; B: 7; C: 0.7; D: -2; E: -0.7; F: 4; G: -2; H: -0.5; I: 0.9

COc1cc2c(cc1OC)C(c1cccc(C)c1)CC(=O)N2 (configuration not stated)
  A: 0; B: -4; C: 1.0; D: 1; E: -2.5; F: -3; G: -5; H: x; I: 2.6

C/C(=N\NC(=O)c1n[nH]c2c1CCC2)c1ccco1
  A: 2; B: -3; C: 1.2; D: 0; E: -2.7; F: 8; G: u; H: -0.9; I: -1.6

O=C(CCCc1ccccn1)c1ccc(-c2ccccc2)cc1
  A: -4; B: -4; C: -0.8; D: 0; E: 0.4; F: 9; G: 0; H: -0.8; I: x

CC(CN1CCN(CCOCCO)CC1)CN1c2ccccc2Sc2ccc(Cl)cc21 (configuration not stated)
  A: 2; B: -4; C: -0.2; D: -2; E: -1.0; F: 3; G: -8; H: -3.3; I: x

CCN(CC)CC(O)CNc1ccnc2c(Cl)ccc(Cl)c12 (configuration not stated)
  A: -3; B: 6; C: 0.5; D: -9; E: -2.5; F: 26; G: 3; H: x; I: x

CN(C(=O)CCOc1ccccc1)c1c(N)n(Cc2ccccc2)c(=O)[nH]c1=O
  A: 1; B: 0; C: 2.3; D: 7; E: -0.2; F: -1; G: 6; H: -0.9; I: x

Nc1nc(SCc2ccccc2Cl)n[nH]1
  A: 0; B: -10; C: -1.3; D: 5; E: -1.2; F: 17; G: -3; H: -2.9; I: -0.2

Cc1ccc(C(C(=O)NCC2CCCO2)N(Cc2ccccc2)C(=O)c2ccc(-c3ccccc3)[nH]2)o1 (configuration not stated)
  A: 8; B: 6; C: -1.5; D: 8; E: -7.9; F: 11; G: -9; H: x; I: 3.5

CN1C2CCC1/C(=C/c1ccccn1)C(=O)/C2=C\c1ccccn1
  A: -3; B: -2; C: 1.3; D: 6; E: -0.6; F: 46*; G: 3; H: -1.6; I: -0.2

O=S(=O)(NCCCN1CCOCC1)c1ccc2c(c1)OCCO2
  A: -1; B: -11; C: 0.6; D: -4; E: -2.7; F: -11; G: -1; H: x; I: -0.7

Cc1ccc(C(=O)N/C(=C/c2ccco2)C(=O)NCc2ccco2)cc1
  A: 2; B: 9; C: -0.5; D: -13; E: -2.1; F: 8; G: -2; H: 1.4; I: -2.0

Cc1ccccc1NC(=O)CNC(=O)N1CC(=O)Nc2ccccc21
  A: -2; B: -12; C: -0.9; D: -2; E: -1.2; F: 1; G: -4; H: -0.8; I: x

Cc1cnc(C(=O)OCC(=O)Nc2ccc(Br)cc2F)cn1
  A: 1; B: -9; C: x; D: -8; E: -0.7; F: 2; G: x; H: 1.3; I: -1.5

COc1ccccc1-c1c(C)c(C)nc(N)c1C#N
  A: 16; B: -13; C: -0.3; D: 6; E: -5.2; F: -1; G: 1; H: 0.3; I: 2.3

CSCCC(NS(=O)(=O)c1ccccc1F)C(=O)NCc1cccnc1 (configuration not stated)
  A: 1; B: -8; C: 0.1; D: -5; E: -2.6; F: -10; G: -1; H: -0.2; I: -3.8

CCN(CC)CCCNC(=O)c1cc(-c2ccc3c(c2)OCO3)on1
  A: 6; B: 16; C: 0.9; D: 4; E: 3.1; F: 7; G: -7; H: -0.4; I: 2.4

CCOC(=O)N1CCN(C(=O)Cc2cccc3ccccc23)CC1
  A: 2; B: 3; C: 0.1; D: -2; E: 0.2; F: 11; G: 2; H: x; I: 3.8

Cc1ccc(/C=N/N2CCN(Cc3ccc(Cl)cc3)CC2)o1
  A: 5; B: -7; C: -0.1; D: -7; E: 0.2; F: 5; G: -5; H: -1.6; I: 4.7

Cc1ccc(CNC(=O)c2ccc(N(C)C)cc2)cc1
  A: -2; B: -12; C: -0.2; D: 0; E: -1.8; F: 5; G: 4; H: x; I: -3.2

CN1CCN(CC2(O)CCN(S(=O)(=O)c3ccc(Cl)cc3)CC2)CC1
  A: -1; B: -6; C: 0.2; D: -10; E: 1.0; F: 0; G: -3; H: x; I: 0.2

CC(=O)CCSc1nnc(-c2cccc(S(=O)(=O)N3CCOCC3)c2)o1
  A: 6; B: 14; C: 6.8; D: 8; E: 4.5; F: 8; G: 13; H: x; I: 3.4

CC(=O)Nc1csc2ccccc12
  A: 3; B: -10; C: 1.2; D: 0; E: -0.5; F: -4; G: 0; H: x; I: -0.2

Fc1ccccc1-c1nc(-c2ccncc2)no1
  A: 2; B: 4; C: -2.1; D: 5; E: -0.9; F: -2; G: 17; H: -0.9; I: 2.4

CC(C)NC(=O)c1ccc(NC(=O)CC2SC(N3CCCC3)=NC2=O)cc1 (configuration not stated)
  A: 2; B: 2; C: 1.2; D: -4; E: -1.0; F: -6; G: -1; H: -0.5; I: 1.1

COc1cc(/C=N/Nc2ncc(C(F)(F)F)cc2Cl)cc(OC)c1O
  A: -8; B: 25; C: -0.4; D: -8; E: -3.1; F: 17; G: -8; H: x; I: 0.7

CCOC(=O)C1(C)C=C(Nc2ccc(OC)cc2)C(=O)N1c1ccc(OC)cc1 (configuration not stated)
  A: -1; B: 0; C: -0.9; D: 3; E: -1.3; F: 0; G: -5; H: 2.1; I: 1.0

O=C(OCC(=O)N1CCOCC1)c1ccc(F)cc1Cl
  A: 5; B: 15; C: -0.7; D: -4; E: -0.7; F: 6; G: 2; H: -1.7; I: 0.3

COc1ccc(CN(CCNC(=O)CCCCC(=O)NCCN(Cc2ccc(OC)cc2)C(C)C)C(C)C)cc1
  A: 1; B: 5; C: 0.5; D: -9; E: 0.3; F: 3; G: -2; H: x; I: 1.1

CCOC(=O)CSc1nnc(CNC(=O)c2cccs2)n1-c1ccccc1
  A: 0; B: -14; C: u; D: -2; E: 0.8; F: 6; G: -3; H: 1.5; I: -1.1

COc1ccc(C(C(=O)NC(C)(C)C)N(C(=O)CNC(=O)c2cccs2)c2cccnc2)cc1OC (configuration not stated)
  A: 1; B: -9; C: -2.5; D: 3; E: -0.5; F: 8; G: -8; H: -1.5; I: -1.2

O=C(CC1Oc2ccccc2NC1=O)NCCc1ccccc1 (configuration not stated)
  A: 0; B: 4; C: -0.3; D: -4; E: -0.2; F: 1; G: -3; H: -0.6; I: -1.7

COc1cccc(CNc2cccc(C(F)(F)F)c2)c1O
  A: 4; B: 6; C: -0.8; D: -2; E: -0.8; F: 4; G: -4; H: 0.8; I: -2.0

O=C(NCN1C(=O)C2C3C=CC(C3)C2C1=O)Nc1ccccc1O (configuration not stated)
  A: 3; B: 1; C: -0.1; D: 7; E: 0.4; F: 6; G: -2; H: -2.0; I: -0.9

O=C(CSc1nnc(C2CC2)n1-c1ccccc1)NCCc1ccccc1
  A: 0; B: 10; C: -0.1; D: -1; E: -2.2; F: 8; G: 0; H: 1.4; I: -1.9

Nn1c(SCC(=O)NC2CCCc3ccccc32)nnc1-c1cccs1 (configuration not stated)
  A: 5; B: -4; C: 0.5; D: 3; E: -3.8; F: -7; G: 1; H: 1.8; I: 1.8

CCN1CCN(c2nc(-c3cccnc3)nc3ccccc23)CC1
  A: 1; B: 0; C: 3.1; D: -5; E: -2.2; F: 22; G: -8; H: 1.6; I: 0.7

O=C(c1ccc(NC2=NC3CS(=O)(=O)CC3S2)cc1)N1CCN(c2ccc([N+](=O)[O-])cc2)CC1 (configuration not stated)
  A: -9; B: 24; C: 0.1; D: -52; E: -2.2; F: 0; G: -1; H: -1.3; I: -0.9

O=C(NN=C1CCN(Cc2ccccc2)CC1)c1cc2ccccc2cc1O
  A: -1; B: 10; C: 0.7; D: -4; E: 0.4; F: 5; G: -36; H: x; I: 3.0

C=CCn1c(SCC(=O)Nc2ccccc2-c2ccccc2)nc2cc(C(=O)O)ccc2c1=O
  A: 1; B: 8; C: -0.5; D: -1; E: -2.7; F: 0; G: -5; H: x; I: 0.3

COc1ccc(Nc2nc3[nH]c(=O)cc(O)c3s2)cc1
  A: 1; B: 14; C: -1.1; D: -4; E: -2.1; F: 24; G: -4; H: x; I: 0.2

CC(C)=NOc1cc(NC(=O)CCl)cc([N+](=O)[O-])c1
  A: -1; B: 12; C: -0.2; D: -41; E: u; F: -4; G: 3; H: x; I: -0.1

COc1cc2c(cc1OC)[C@@H](NC(=O)CCc1ccccc1)[C@H](OCc1ccccc1)C2
  A: -1; B: 9; C: -0.3; D: 1; E: -3.3; F: 5; G: 1; H: 0.4; I: x

Cc1nc(SC(C(N)=O)c2ccccc2)c(C#N)c(C)c1C (configuration not stated)
  A: 4; B: -10; C: 0.1; D: 3; E: -4.0; F: -1; G: -6; H: -2.0; I: -2.0

CCOC(=O)c1ccc(NC(=O)c2nc[nH]c2C(=O)N[C@@H](C)CO)cc1
  A: -1; B: 3; C: 0.2; D: 1; E: -3.2; F: 14; G: 2; H: -0.4; I: x

O=C(CCn1c(=S)[nH]c2ccccc2c1=O)N1CCCCC1
  A: -1; B: 5; C: -3.0; D: 6; E: 1.0; F: 12; G: -7; H: 2.0; I: 3.7

CCNc1nc(NCC)nc(N/N=C/c2ccccc2)n1
  A: 0; B: 12; C: -27; D: -2; E: -1.1; F: 3; G: -18; H: -1.2; I: -5.5

COC(=O)C1=C(c2ccc(F)cc2OCc2ccccc2)C[C@@H]2CC[C@H]1N2C(=O)NCc1ccc(N(C)C)cc1
  A: 2; B: 13; C: -1.7; D: 9; E: -2.3; F: 10; G: -21; H: -0.9; I: -3.0

Cc1ncc(CO)c(/C=N/NC(=O)c2cc(Br)ccc2O)c1O
  A: 3; B: 6; C: -1.7; D: -4; E: 1.1; F: 0; G: -15; H: x; I: -3.4

O=C1CC(c2ccccc2)n2nc(NC(=O)c3ccccc3)nc2N1 (configuration not stated)
  A: 8; B: 5; C: 3.2; D: 5; E: -1.5; F: -4; G: 13; H: -0.6; I: -1.4

Entries of single compounds, looked up by structure.
CC(C)=NOc1cc(NC(=O)CCl)cc([N+](=O)[O-])c1 reads FBA Mtb inh = -1; CCHF vOTU inh = 12; BoNT A protease = -0.2; PrPC surface inh = -41; FadD28 binding = u; GDH-TPI inh = -4; BoNT F protease = 3; BioA inh = x; UGM FP inh = -0.1
Cc1nc(SC(C(N)=O)c2ccccc2)c(C#N)c(C)c1C (configuration not stated) reads FBA Mtb inh = 4; CCHF vOTU inh = -10; BoNT A protease = 0.1; PrPC surface inh = 3; FadD28 binding = -4.0; GDH-TPI inh = -1; BoNT F protease = -6; BioA inh = -2.0; UGM FP inh = -2.0

(list continues)
Letters – A = FBA Mtb inh; B = CCHF vOTU inh; C = BoNT A protease; D = PrPC surface inh; E = FadD28 binding; F = GDH-TPI inh; G = BoNT F protease; H = BioA inh; I = UGM FP inh
COc1ccccc1-c1nc2n(n1)C(c1cccs1)C(C(=O)Nc1cccnc1)=C(C)N2 (configuration not stated)
  A: 1; B: 4; C: u; D: -5; E: -0.1; F: 9; G: u; H: -1.1; I: -1.1

O=C(O)C1CCCCC1C(=O)NC(c1ccccc1)c1ccccc1 (configuration not stated)
  A: 0; B: 19; C: -1.1; D: -1; E: -0.2; F: -4; G: 4; H: x; I: -0.2

Clc1ccc2[nH]c3c(c2c1)CCNC3
  A: -1; B: 3; C: 0.7; D: 10; E: -2.2; F: 4; G: u; H: -1.3; I: -0.7

Cn1cnnc1SCC(=O)NC1CCCC1
  A: -1; B: -4; C: -2.4; D: 5; E: 1.3; F: -2; G: -2; H: -0.9; I: 1.8
